Screens from PubChem BioAssay.
STK33 inh: inhibitors of purified STK33 kinase, primary screen, biochemical, ADP-Glo luminescence, homogeneous, cell-free; Serine/threonine-protein kinase 33 (Homo sapiens), Q9BYT3; MBP phosphorylation; inhibition, % at 10 µM; 320,000 compounds, 0.073% hits;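 active = inhibition at or above 25%, using the most active replicate where run in duplicate; inactive = inhibition below 25%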
Kir21 inh: inhibitors of mouse Kir2.1 inward-rectifier potassium channel | 310,000 compounds, 0.85% hits | B-score at 10 µM | AID 1672, 2009 | Inward rectifier potassium channel 2 (Mus musculus), P35561 | HEK293-Kir2.1, FluxOR thallium flux fluorescence; hits give low values;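 active = fluorescence ratio B-score at or below minus 3 SD of library scores, with starting-brightness B-score within 2 SD, cut at about -4.2 in these data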;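 note: channel flux triggered by added potassium and thallium sulfate stimulus; B-score of peak minus minimum fluorescence over baseline after thallium stimulus; more negative B-score means stronger Kir2.1 block with less thallium influx; some compounds called inactive have numbers as strong as hits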
KCNQ2 block: KCNQ2 potassium channel inhibitors, primary screen, cell-based, CHO-K1, FluxOR thallium flux, B-score (AID 2156); 20 min; hits give low values; B-score at 10 µM; 310,000 compounds, 1.1% hits; Potassium voltage-gated channel subfamily KQT member 2 (Rattus norvegicus), O88943;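 active = fluorescence ratio B-score at most minus 3 library SDs, with starting brightness B-score within 2 library SDs, cut at about -5.5 in these data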
Target sequence (O88943 whole entry, looked up): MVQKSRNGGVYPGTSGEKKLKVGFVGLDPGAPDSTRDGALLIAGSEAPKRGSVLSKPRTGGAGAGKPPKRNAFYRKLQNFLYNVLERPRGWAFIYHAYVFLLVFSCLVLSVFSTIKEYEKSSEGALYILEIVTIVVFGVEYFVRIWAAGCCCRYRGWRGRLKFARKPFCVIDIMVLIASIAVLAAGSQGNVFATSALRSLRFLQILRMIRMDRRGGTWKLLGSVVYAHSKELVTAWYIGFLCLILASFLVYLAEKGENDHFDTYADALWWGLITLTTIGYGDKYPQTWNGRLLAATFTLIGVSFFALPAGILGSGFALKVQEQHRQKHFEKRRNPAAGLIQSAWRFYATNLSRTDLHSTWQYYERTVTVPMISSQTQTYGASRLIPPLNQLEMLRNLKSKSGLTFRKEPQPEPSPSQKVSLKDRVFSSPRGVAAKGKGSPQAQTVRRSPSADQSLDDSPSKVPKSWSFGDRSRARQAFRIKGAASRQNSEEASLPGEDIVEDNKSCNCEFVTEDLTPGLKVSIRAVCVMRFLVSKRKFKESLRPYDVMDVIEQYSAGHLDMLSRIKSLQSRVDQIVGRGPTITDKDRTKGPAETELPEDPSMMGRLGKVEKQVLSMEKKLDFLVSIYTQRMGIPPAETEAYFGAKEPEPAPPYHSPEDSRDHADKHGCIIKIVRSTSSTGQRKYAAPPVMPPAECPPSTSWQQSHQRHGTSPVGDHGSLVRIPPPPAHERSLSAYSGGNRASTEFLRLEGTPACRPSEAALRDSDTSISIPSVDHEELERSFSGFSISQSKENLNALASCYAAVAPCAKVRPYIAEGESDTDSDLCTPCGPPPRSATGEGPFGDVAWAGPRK
An asterisk follows results filed as active; i = inactive; · = not tested or not shown.

SMILES	STK33 inh	Kir21 inh	KCNQ2 block
Cc1cc(C)cc(OCc2nnc(SCC(=O)NC3CC3)n2C)c1	-2.5	-1.78	i
O=C(CCCNS(=O)(=O)c1cccc2nsnc12)N1CCCCC1	-0.4	-0.01	i
CC(C)C[C@H]1CNC(=O)C(=O)N1C[C@H](C)NC(=O)Cc1ccccc1	-0.6	1.45	i
Cc1ccc(S(=O)(=O)N2CCC(C(=O)N3CC(C)OC(C)C3)CC2)cc1 (configuration not stated)	-1.0	0.88	i
Cc1ccc(C(=O)NNC2=NCCC2)cc1	-0.8	0.04	i
O=C(O)c1ccc(CSc2nnc(-c3ccccc3Cl)n2-c2ccccc2)cc1	0.3	0.66	i
FC(F)(F)c1cnc2c(c1)[nH]c(=S)n2-c1ccc(Cl)cc1	-1.2	3.91	i
Cc1n[nH]c(=O)n1-c1ccc(C(C)(C)C)cc1	1.1	1.06	i
Cc1cc(Cl)ccc1NC(=O)COC(=O)c1cc([N+](=O)[O-])ccc1N1CCOCC1	-1.0	0.04	i
CCN(C(=O)CSc1nnc(Cn2nnc3ccccc32)o1)c1nc(-c2ccccc2)cs1	-0.2	-0.71	i
Cc1noc(C)c1S(=O)(=O)Nc1cc(C(F)(F)F)ccc1N1CCOCC1	-1.2	-2.1	i
Cc1cccc(C)c1N=C1C(=O)Nc2ccccc21	-0.3	0.32	i
CCOC(=O)C1C(C(=O)Nc2cccc(C(F)(F)F)c2)C1C(=O)NC(C)C (configuration not stated)	-1.2	-1.48	i
Cc1nn(Cc2c(F)c(F)c(F)c(F)c2F)c(C)c1NC(=O)c1ccnn1C	-0.8	2.14	i
COc1ccc(OC)c(N/C(C)=C/C(=O)c2ccncc2)c1	0.2	1.17	i
CSc1nn2c(C(F)(F)F)cc(C(F)(F)F)nc2c1C(N)=O	-0.2	-0.47	i
Cn1c2ccccc2c(=O)c2c(=O)n(Cc3ccco3)c(-c3ccc(C(C)(C)C)cc3)nc21	-0.1	-0.51	i
CCC(CC)c1nnc(NC(=O)C2COc3ccccc3O2)s1 (configuration not stated)	-0.7	0.59	i
COc1cc(N)ccc1Cc1ccc(N)cc1OC	1.6	0.01	i
COc1ccccc1S(=O)Cc1ccc(C(=O)NCCc2ccc(Cl)cc2)o1 (configuration not stated)	1.8	-2.37	i
Fc1cccc(Cl)c1COc1ccc(-c2nnco2)cc1	-0.2	0.41	i
COc1ccc(C2CC(c3ccccc3OC(C)=O)=NN2C(=O)/C=C/c2ccccc2)cc1 (configuration not stated)	-2.1	-0.07	i
CCS(=O)(=O)NCc1ccc2[nH]c3c(c2c1)CCCC3	13.8	0.76	i
CC(OC(=O)/C=C/c1ccccc1)C(=O)Nc1cccc(C#N)c1 (configuration not stated)	-0.5	-0.59	i
NC(=O)N/N=C/c1ccc(-n2nncc2-c2ccc(Cl)cc2)cc1	-0.6	-0.23	i
Cc1ccc(S(=O)(=O)N2CCN(S(C)(=O)=O)C2c2ccccc2)cc1 (configuration not stated)	-0.8	0.56	i
COc1cc(OC)nc(Oc2ccccc2C(=O)Oc2ccccc2Cl)n1	-1.2	-3.62	i
Cc1cc(C)c(S(=O)(=O)C(C)C)c(=O)[nH]1	-1.5	-0.02	i
COc1ccc(-n2c(=O)c3ccccc3n(Cc3ccccc3F)c2=O)cc1OC	-0.2	-0.22	i
CCCCNCC(=O)Nc1sc(C)c(C)c1C(=O)OCC	-0.5	-0.79	i
O=C(CN1CCN(c2cccc(C(F)(F)F)c2)CC1)Nc1cccc(C(F)(F)F)c1	-0.8	-0.4	i
CCC1Oc2ccc(Cl)cc2N(CC(=O)O)C1=O (configuration not stated)	-0.4	1.42	i
CN1CCc2c(sc(NC(=O)c3ccco3)c2C(N)=O)C1	-0.8	0.4	i
Cn1nnc2cc(C(=O)NCc3ccco3)ccc21	-0.5	-0.55	i
CC[n+]1c(/C=C(\C)SC)sc2ccccc21	0.4	1.82	i
COc1cc([N+](=O)[O-])ccc1NC(=O)Nc1cnccn1	-0.1	-0.04	i
COc1ccc(NC(=O)CSc2c3c(nc4ccccc24)CCCC3)c(OC)c1	0.5	-4.66*	i
Cn1c(CNc2cccc(Cl)c2)nnc1SCC#N	0.4	0.08	i
COc1ccc(NC(=O)/C(C#N)=C/c2ccc3c(c2)n(C)c(=O)n3C)cc1	-2.2	1.93	i
COC(=O)CNC(=O)C1Cc2ccccc2CN1S(=O)(=O)c1ccc(F)cc1 (configuration not stated)	-1.3	0.47	i
COc1ccccc1Nc1nn2c(=O)c3ccc(C(=O)N4CCCC(C)C4)cc3nc2s1 (configuration not stated)	-0.3	-0.17	i
CCC(CO)Nc1ncnc2c1cnn2-c1ccc(OC)cc1 (configuration not stated)	-0.2	0.96	i
Cc1ccccc1C(=O)NCC(c1ccco1)N1CCc2ccccc21 (configuration not stated)	-0.7	-1.14	i
Cc1ccc(-n2c(Cn3nc(C(F)F)cc3C(F)F)n[nH]c2=S)cc1	-2.1	0.02	i
CCN1CCN(CC(=O)N/N=C/c2ccc(F)cc2F)CC1	-2.4	1.74	i

(listing goes on)
The line under a structure holds: STK33 inh	Kir21 inh	KCNQ2 block
> CCS(=O)(=O)N1CCC(NC(=O)C2CCCCC2)CC1
→ -1.6	-2.52	i
> COc1ccc(-n2c(C)cc(=O)[nH]c2=O)cc1
→ -1.6	1.13	i
> CC(C)(C)c1cnnn1-c1cccc([N+](=O)[O-])c1
→ -1.4	-0.39	i
> O=[N+]([O-])c1c(NCCCO)cc(N2CCCCCC2)c2nonc12
→ -0.6	-1.8	i
> COc1ccc2oc(=N)c(C(=O)Nc3ccccc3Cl)cc2c1
→ -0.3	-0.76	i
> O=C(N=C1SC2CS(=O)(=O)CC2N1c1ccccc1)C1CC1 (configuration not stated)
→ 0.4	-0.94	i
> Cc1ccc(C(=O)N2CCN(S(=O)(=O)c3ccc(Br)cc3)CC2)o1
→ 0.4	-1.41	i
> CN(CC(=O)Nc1ccc(C(N)=O)cc1)CC(=O)Nc1ccccc1Br
→ -1.3	-0.72	i
> Cc1cc(-c2nnc(SCC(=O)Nc3cccc(C)c3C)n2N)n[nH]1
→ 0.1	1.05	i
> COc1ccc(C2=Nn3c(nnc3-c3ccccc3)SC2)cc1OC
→ -1.4	1.32	i
> CCNc1nc2c(c(=O)n(C)c(=O)n2C)n1CCCc1ccccc1
→ -1.6	0.11	i
> COC(=O)c1ccccc1NC(=O)c1ccc(NS(C)(=O)=O)cc1
→ 0.3	0.02	i
> Cc1cc(Cl)ccc1NC(=S)Nc1cccnc1
→ -1.7	0.69	i
> CC(C)CC[n+]1ccn(-c2nc3ccccc3nc2[N-]S(=O)(=O)c2ccccc2)c1
→ 1.8	0.84	i
> Cc1ccc2[nH]c(=O)c(NC(N)=S)nc2c1
→ -1.3	0.87	i

Some values from the results shown.
`Cc1n[nH]c(=O)n1-c1ccc(C(C)(C)C)cc1` in Kir21 inh reads 1.06
`CSc1nn2c(C(F)(F)F)cc(C(F)(F)F)nc2c1C(N)=O` in STK33 inh reads -0.2
`NC(=O)N/N=C/c1ccc(-n2nncc2-c2ccc(Cl)cc2)cc1` in Kir21 inh reads -0.23
`O=C(CN1CCN(c2cccc(C(F)(F)F)c2)CC1)Nc1cccc(C(F)(F)F)c1` in Kir21 inh reads -0.4
`COC(=O)c1ccccc1NC(=O)c1ccc(NS(C)(=O)=O)cc1` in STK33 inh reads 0.3
`CC(OC(=O)/C=C/c1ccccc1)C(=O)Nc1cccc(C#N)c1` (configuration not stated) in Kir21 inh reads -0.59

The list continues:
The line under a structure holds: STK33 inh	Kir21 inh	KCNQ2 block
> CCCCN1CC[C@H]2C=CC[C@@H](C(=O)N3CCOCC3)[C@H]2C1=O
→ -1.8	0.8	i
> O=C(O)CN1C(=O)CC(Cc2ccccc2)C1=O (configuration not stated)
→ 0.0	-0.03	i
> COc1ccc(C(=O)NC2CCCCC2)cc1OC1CCN(C(C)C)CC1
→ -0.9	-0.56	i
> O=C(Cc1cccs1)Nc1nnc(Cc2ccccc2)s1
→ -0.9	0.34	i
> CCOC(=O)N1CCC(N2C(=O)c3ccccc3C2Nc2cc(OC)c(OC)c(OC)c2)CC1 (configuration not stated)
→ -1.4	0.13	i
> CN(Cc1cccc(F)c1)C(=O)c1ccc(NS(=O)(=O)c2ccc3[nH]c(=O)[nH]c3c2)cc1
→ 0.2	1.92	i
> COc1ccc2cc(C(=O)C3CCCN(C(=O)c4cccnc4)C3)ccc2c1 (configuration not stated)
→ -0.5	1.37	i
> Cc1nc(-c2ccc(Cl)cc2)sc1C1(C)CC(c2ccc(F)cc2)=NO1 (configuration not stated)
→ -1.2	0.05	i
> Cc1cccc(C(=O)N2CCN(c3ccc([N+](=O)[O-])c(NCc4ccco4)c3)CC2)c1
→ 0.4	-1.11	i
> O=[N+]([O-])c1ccccc1/C=N/n1c(-c2ccccc2)n[nH]c1=S
→ -1.2	0.84	i
> O=C(CSc1nnc(-c2ccccc2)o1)OCc1ccccc1
→ -0.7	0.05	i
> CCCCN1CC2=C(C1=O)C(c1ccc(O)cc1)NC(=O)N2C (configuration not stated)
→ -0.5	-0.16	i
> Cc1c(F)cccc1NS(=O)(=O)c1ccc2c(c1)c(C)cc(=O)n2C
→ 0.7	-2.56	i
> COc1ccccc1/C=N/OCc1ccc(C#N)cc1
→ -0.9	1.03	i
> O=S(=O)(NCCc1ccc(Cl)cc1)c1cccs1
→ -0.8	1.49	i
> CCOC(=O)C1CCN(C(=O)c2cc(S(=O)(=O)N(C)C)ccc2N2CCCC2)CC1
→ -0.4	1.12	i
> Cc1ccc[n+](CC(=O)Nc2ccc(C)c(C)c2)c1
→ -0.6	0.94	i
> O=C(Cn1nc(-c2ccccc2)c2ccccc2c1=O)Nc1ccc2c(c1)nc1n2CCOC1
→ 1.5	0.08	i
> CCN(CC)S(=O)(=O)c1ccc(/C=C/C(=O)OCC(=O)c2c(N)n(C)c(=O)n(C)c2=O)cc1
→ ·	-0.36	i
> C=CCNC(=O)c1cc2sccc2n1C
→ -1.5	-1.7	i
> Clc1ccc(OCc2noc(-c3ccsc3)n2)c(Cl)c1
→ -1.2	0.01	i
> Cc1ccc(S(=O)(=O)N2CCOCC2)cc1NC(=O)COc1ccc(-c2nnco2)cc1
→ -1.6	1.12	i
> COc1cc2ncnc(NCc3cc(F)ccc3F)c2cc1OC
→ -0.7	0.07	i
> Cc1ccc(N=Cc2ccc(N(C)C)cc2)cc1C
→ 0.3	-0.06	i
> CC1CCN(CCCNC(=O)c2cn(C)c3ccc(S(=O)(=O)N4CCCC4)cc3c2=O)CC1
→ -0.2	1.82	i
> O=C(NN=C1CCCCCC1)c1cc2ccccc2cc1O
→ -0.9	0.36	i
> COc1cc(C(=S)N2CCOCC2)ccc1OC(=O)c1cccc(C)c1
→ -0.8	-0.68	i
> CN(Cc1nc2ccccc2[nH]1)Cc1nc(CC2CC2)no1
→ -0.9	0.64	i
> O=C(NC1CC1)C1=C[C@H](c2ccccc2)C[C@H](OCc2ccc(CO)cc2)O1
→ -0.6	-2.42	i
> CCOC(=O)CSc1n[nH]c(=O)n1CCc1ccccc1
→ -0.6	0.5	i

Entries of single compounds, quoted from the list. Order of screens: STK33 inh, Kir21 inh, KCNQ2 block
`CCOC(=O)CSc1n[nH]c(=O)n1CCc1ccccc1` is listed as -0.6, 0.5, i
`Cc1ccc(S(=O)(=O)N2CCOCC2)cc1NC(=O)COc1ccc(-c2nnco2)cc1` is listed as -1.6, 1.12, i

(next part)
The line under a structure holds: STK33 inh	Kir21 inh	KCNQ2 block
> CCCNS(=O)(=O)c1cccc(C(=O)NC2CCCc3ccccc32)c1 (configuration not stated)
→ -0.4	-0.42	i
> O=C(OCc1ccccc1F)c1cnc(Cl)c(Cl)c1
→ -1.1	1.49	i
> CC(=O)N1CCC(C(=O)N2CCN(S(=O)(=O)c3ccc(F)cc3)CC2)CC1
→ -0.4	1.92	i
> CC1CN(C(=O)CCC(=O)NCCCN2C(C)CCCC2C)c2ccccc2O1 (configuration not stated)
→ -0.3	0.35	i
> CCc1ccc(NC(=O)Nn2cnnc2)cc1
→ -3.1	-1.2	i
> Cc1ccc(C)c2[nH]c(=O)c(CN(Cc3ccco3)C(=O)Nc3ccccc3)cc12
→ 0.3	1.77	-5.59*
> CSc1c(-c2ccccn2)c(N)nn1C(=O)C1CC1
→ 0.1	-1.12	i
> C=CCN1C(=O)C(CC(=O)O)SC1=Nc1ccc(C(=O)O)cc1 (configuration not stated)
→ 0.0	0.57	i
> O=C1Nc2ccccc2C(=O)N2[C@H](c3cccc(Br)c3)[C@@H]3C(=O)N(Cc4ccccc4)C(=O)[C@@H]3[C@H]12
→ -0.1	0.04	i
> O=C(/C=C/Nc1ccc(Cc2ccc(N/C=C/C(=O)C(F)(F)F)cc2)cc1)C(F)(F)F
→ -0.9	1.26	i
> CCOC(=O)N1CCN(C(=O)CN(c2cc(C(F)(F)F)ccc2Cl)S(C)(=O)=O)CC1
→ -2.6	-1.38	i
